Screening data from PubChem BioAssay.
Bcl-xL primary = Bcl-xL (human) inhibition; inhibition, % at 10.9 µM; AID 2129; GST-Bcl-xL / FITC-Bim BH3 peptide fluorescence polarization; Q07817; 320,000 compounds, 0.7% hits;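 active = inhibition above the mean of all tested compounds plus 3 SD, cutoff set per campaign, cut at about 30% in these data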;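 note: 0% = DMSO wells and 100% = unlabeled Bim-BH3 peptide competitor; inhibitors lower millipolarization by displacing the labeled peptide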
MEX-5 binding = C. elegans MEX-5 TCR-2 RNA binding activity; 300,000 compounds, 0.38% hits; MEX-5/FITC-TCR2 RNA binding, fluorescence polarization; hits give low values; Q9XUB2; AID 1832; activity score (negative = inhibition of binding), % at 10 µM;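 active = inhibition past about -25% in most replicates, and total fluorescence under double the plate's negative control median, limit read from the data; inconclusive = replicates evenly split on the limit, or fluorescence at least double controls; inactive = too little inhibition in most replicates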;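 note: 0% = DMSO and -100% = 5 µM competing unlabeled TCR2 RNA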
PAD4 inh = inhibitors of human PAD4. Q9UM07. recombinant PAD4, RCA probe fluorescence polarization. inhibition, % at 6.36 µM. 330,000 compounds, 0.41% hits. AID 485272;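 active = percent inhibition above a cutoff equal to the mean of all tested compounds plus 3 SD, cut at about 15% in these data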;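 note: 0% = PAD4 with RCA probe and DMSO and 100% = probe without PAD4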
Target sequence (Q9UM07 whole entry, looked up): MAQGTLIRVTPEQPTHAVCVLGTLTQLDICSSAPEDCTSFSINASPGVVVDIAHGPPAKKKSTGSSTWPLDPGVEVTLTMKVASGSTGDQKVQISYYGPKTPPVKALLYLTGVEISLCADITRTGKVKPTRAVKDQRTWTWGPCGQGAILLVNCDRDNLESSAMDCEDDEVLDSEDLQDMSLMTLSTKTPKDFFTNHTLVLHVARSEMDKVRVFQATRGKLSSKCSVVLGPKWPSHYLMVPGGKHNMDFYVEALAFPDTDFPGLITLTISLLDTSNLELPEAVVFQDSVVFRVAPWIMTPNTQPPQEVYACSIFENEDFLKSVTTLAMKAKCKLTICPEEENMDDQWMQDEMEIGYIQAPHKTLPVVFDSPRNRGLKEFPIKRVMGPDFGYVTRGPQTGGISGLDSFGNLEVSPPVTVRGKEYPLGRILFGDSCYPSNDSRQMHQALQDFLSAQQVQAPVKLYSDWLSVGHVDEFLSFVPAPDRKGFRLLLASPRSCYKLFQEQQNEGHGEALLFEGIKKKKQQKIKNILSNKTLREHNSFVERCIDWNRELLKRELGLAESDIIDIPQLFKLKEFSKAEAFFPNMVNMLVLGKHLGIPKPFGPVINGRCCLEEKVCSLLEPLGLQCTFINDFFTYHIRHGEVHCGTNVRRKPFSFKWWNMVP
GSTO1 inh = GSTO1 inhibition, counter-screen for RBBP9 inhibitors. recombinant GSTO1, activity-based probe fluorescence polarization. inhibition, % at 5.96 µM. 300,000 compounds, 1.1% hits;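 active = inhibition above the campaign mean inhibition plus 3 SD, cut at about 35% in these data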;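 note: 0% = GSTO1-1 with DMSO and 100% = wells lacking GSTO1-1 enzyme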
MCL1-BIM inh = disrupts human MCL1 binding to BIM-BH3 peptide | Q07820 | GST-MCL1 / FITC-Bim-BH3 fluorescence polarization | inhibition, % at 10.9 µM | 320,000 compounds, 0.68% hits;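 active = inhibition above the mean inhibition of all tested compounds plus 3 SD, set per campaign, cut at about 40% in these data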;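 note: 0% = DMSO wells and 100% = unlabeled Bim-BH3 peptide control; higher means more loss of mP so more displacement of Bim peptide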
TPT1 inhibitor = blocks Candida albicans tRNA 2'-phosphotransferase; 300,000 compounds, 0.81% hits; recombinant caTPT1, FP RNA substrate dephosphorylation; inhibition, % at 5 µM; AID 1962;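 active = inhibition above the mean of all tested compounds plus 3 SD, set per screening campaign, cut at about 24% in these data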;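 note: plate controls were DMSO alone for no effect and ferristatin control at 100 nM for full effect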
GLD-1 TGE inh = GLD-1-TGE RNA interaction inhibition (C. elegans); purified GLD-1 + fluorescein TGE RNA, fluorescence polarization; inhibition, % at 5.96 µM; AID 2280; 320,000 compounds, 0.44% hits;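 active = percent inhibition above a per-plate cutoff, the plate mean of test compounds plus 3 SD, cut at about 30% in these data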;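 note: 0% = DMSO wells with GLD-1 and probe and 100% = wells lacking GLD-1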
Fam108B counter = Fam108B inhibition, counter-screen for RBBP9 inhibitors; recombinant Fam108B, FP-Rh probe fluorescence polarization; inhibition, % at 9.51 µM; 300,000 compounds, 0.33% hits;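 active = inhibition above the screen mean inhibition plus 3 SD, computed separately per campaign, cut at about 18% in these data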;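 note: inhibitors lower polarization as less probe binds the enzyme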
PME-1 primary = blocks human protein phosphatase methylesterase 1 | recombinant PME-1, FP-Rh probe fluorescence polarization | inhibition, % at 5.9 µM | Q9Y570 | 320,000 compounds, 0.53% hits;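 active = inhibition above the campaign mean of all compounds plus 3 SD, cut at about 26% in these data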;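 note: competitive labeling of PME-1 active site by serine hydrolase directed probe; 0% = PME-1 with DMSO and 100% = wells lacking PME-1 enzyme; inhibitors block probe labeling so polarization falls and inhibition rises; many of its hits are not listed in these tables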
Target sequence (Q9Y570 whole entry, looked up): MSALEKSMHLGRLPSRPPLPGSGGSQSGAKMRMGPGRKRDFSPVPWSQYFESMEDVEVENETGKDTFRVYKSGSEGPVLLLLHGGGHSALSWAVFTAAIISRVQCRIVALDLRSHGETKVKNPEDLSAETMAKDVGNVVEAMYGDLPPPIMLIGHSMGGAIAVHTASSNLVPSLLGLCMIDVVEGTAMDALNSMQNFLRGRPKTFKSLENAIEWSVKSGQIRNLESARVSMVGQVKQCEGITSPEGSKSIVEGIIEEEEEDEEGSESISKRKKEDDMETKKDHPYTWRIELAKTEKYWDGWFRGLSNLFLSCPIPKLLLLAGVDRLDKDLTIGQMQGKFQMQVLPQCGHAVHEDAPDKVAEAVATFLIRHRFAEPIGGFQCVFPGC
An asterisk follows results filed as active; ? = inconclusive; · = not tested or not shown. The list is partial (hit frequency here may not be typical).

SMILES | Bcl-xL primary | MEX-5 binding | PAD4 inh | GSTO1 inh | MCL1-BIM inh | TPT1 inhibitor | GLD-1 TGE inh | Fam108B counter | PME-1 primary
C=CCOc1ccc(CC2C(=O)N(C)C(=O)N(C)C2=O)cc1 | 18 | 3.7 | -1 | -5 | 22 | -6 | 5 | -7 | -9
Cc1c(C(=O)Nc2ccccc2)cc(-c2ccccc2)n1CCCN1CCOCC1 | 2 | -2.9 | -3 | -7 | 6 | -1 | 6 | 2 | 6
COc1cc2c(C(=O)O)c(C)n(C)c2cc1Br | 2 | -0.8 | -4 | 2 | -2 | -3 | 11 | 0 | -6
CCn1c(C)cc(/C=C2\C(=O)NC(=O)N(c3ccccc3C)C2=O)c1C | 8 | -9.9 | -5 | 10 | 0 | 0 | 1 | -4 | -4
Cc1ccc(-c2nc3ccccc3c(=O)n2-c2ccccn2)cc1 | 1 | 3.3 | 1 | 3 | 16 | 5 | -3 | 2 | 1
Clc1ccccc1C1=NCc2nncn2-c2sc(Br)cc21 | -2 | · | -2 | 1 | -4 | 1 | 4 | -1 | 9
Cc1nc2c(-c3ccccc3)c(C)nn2c(C)c1CCC(=O)N1CCC2(CC1)OCCO2 | -2 | -1.4 | 0 | 5 | -8 | -1 | 6 | 0 | -5
COc1cc2c(cc1OC)C(C1c3cc4c(cc3CCN1C)OCO4)OC2=O (stereo unspecified) | 5 | 0.2 | 2 | -4 | 5 | 0 | 3 | -1 | -6
Cc1ccc(-n2c(O)c(C=NCCC3=CCCCC3)c(=O)[nH]c2=O)cc1 | 1 | 0.0 | -8 | -15 | 3 | 3 | -6 | 2 | -1
COC(=O)C1=C(c2c(C)noc2C)C[C@@H]2CC[C@H]1N2C(=O)N1CCC(C)CC1 | 2 | · | -4 | · | -3 | · | 3 | · | 0
O=c1[nH]c(=O)n(Cc2ccc(F)cc2)c(O)c1/C=N/Nc1ccccc1 | 3 | -4.2 | -12 | 2 | 14 | -2 | 4 | -2 | 6
CCn1ccnc1CN1CCCC(C(=O)c2cc(Cl)ccc2OC)C1 (stereo unspecified) | 4 | 2.3 | -5 | 2 | 6 | -3 | 4 | -1 | 2
Cc1ccc(Cn2cc(C=O)c(-c3ccc(F)cc3)n2)cc1 | -5 | -0.3 | -6 | -11 | -3 | 3 | 3 | -3 | -7
COC(=O)c1cccc(NC(=O)N2C[C@H]3C[C@@H](C2)c2cccc(=O)n2C3)c1 | -1 | -1.6 | 2 | -6 | -5 | -4 | -1 | 2 | -4
Cc1ccc(C2=NN(CCC(=O)N3CCC4(CC3)OCCO4)C(=O)CC2)cc1 | 7 | -1.2 | 0 | 8 | 1 | -1 | 2 | 2 | -2
Clc1ccccc1CN1CCNCC1 | 1 | -1.8 | 0 | -4 | -3 | -5 | -8 | 8 | -1
CCOC(=O)c1ccc(NC(=O)C2C3C=CC(O3)C2C(=O)O)cc1 (stereo unspecified) | 2 | 1.7 | -4 | 8 | -6 | -1 | -3 | 1 | 1
C#CC[N+]1(C)[C@@H]2CC(OC(=O)C(CO)c3ccccc3)C[C@H]1C(O)C2 (stereo partly specified) | 6 | 2.2 | 1 | 0 | 3 | -6 | 3 | -3 | 2
CN=C(SCC(=O)c1cccc(Cl)c1)c1c(O)n(C)c(=O)n(C)c1=O | 8 | -1.0 | 1 | 8 | 9 | -1 | 0 | 3 | -2
CCOC(=O)C(=O)NC1CCSC1=O (stereo unspecified) | 7 | 1.4 | 1 | -6 | 7 | 3 | 1 | -4 | -1
COc1cccc(CN2CCCCC2c2cccnc2)c1 (stereo unspecified) | 4 | 1.1 | -1 | 4 | 3 | -2 | 3 | 3 | -3
Cc1ccc(-n2c(O)c(C=NCCN3CCOCC3)c(=O)[nH]c2=O)cc1 | 2 | 0.0 | 2 | 8 | 4 | -4 | 6 | 3 | 2
Cc1cc[n+](Cc2ccccc2)cc1 | 1 | 0.2 | -3 | 6 | 3 | 2 | 7 | -2 | 3
CN(C)CCN=Cc1c(O)n(CCC2=CCCCC2)c(=O)[nH]c1=O | 0 | -1.8 | -4 | -1 | 0 | -2 | -5 | -2 | 3
O=c1[nH]c(=O)n(Cc2ccccc2)c(O)c1C=NCCCn1ccnc1 | -30 | 2.0 | -5 | 1 | -50 | 48* | -17 | -3 | 2
The list goes on.
SMILES | Bcl-xL primary | MEX-5 binding | PAD4 inh | GSTO1 inh | MCL1-BIM inh | TPT1 inhibitor | GLD-1 TGE inh | Fam108B counter | PME-1 primary
CCOc1cc2c(cc1OCC)-n1cccc1C(c1ccccc1F)NC2 (stereo unspecified) | -4 | 2.3 | -1 | -4 | -8 | 6 | 9 | 1 | -3
CC(C)[C@@]1(NC(=O)[C@@H]2C[C@@H]3c4cccc5[nH]cc(c45)C[C@H]3N(C)C2)O[C@@]2(O)[C@@H]3CCCN3C(=O)[C@H](Cc3ccccc3)N2C1=O | 16 | 1.0 | 0 | -3 | 7 | 2 | 9 | 1 | 0
COC(=O)C1=C(c2cccc(OCc3ccccc3)c2)C[C@@H]2CC[C@H]1N2C(=O)NCc1ccc(C(F)(F)F)cc1 | 1 | · | 2 | · | 0 | · | 2 | · | -10
COc1ccc(NC2(C#N)CCCCC2)cc1 | 4 | -1.3 | 1 | -8 | -2 | 0 | 1 | -3 | -4
CCC(C)C12CN3CCN(CC(C)(C3)C1=O)C2 (stereo unspecified) | 5 | -0.6 | 0 | 4 | 5 | 2 | 6 | 3 | -3
CP(C)(=O)CCC(=O)O | 9 | 1.2 | 3 | 6 | 2 | 4 | 2 | 3 | -4
O=C1NC(=O)C2(Cc3cc([N+](=O)[O-])ccc3N3CCN(C(=O)c4ccccc4)CC32)C(=O)N1 (stereo unspecified) | 6 | -2.5 | 5 | -1 | 5 | -2 | 4 | 1 | 5
Cc1cc(OC(C)C(=O)NCc2cccnc2)c2c3c(c(=O)oc2c1)CCC3 (stereo unspecified) | 4 | 0.8 | -2 | 5 | 0 | 1 | -5 | 2 | 1
NC(=O)Nc1ccc(C(=O)OCC(=O)Nc2ccc(Cl)cc2C(=O)c2ccccc2)cc1 | -2 | -0.3 | 0 | -8 | -12 | -2 | -2 | -4 | -23
C=C1N2CCC(CC2)C1(O)c1ccc(C)c(C)c1 (stereo unspecified) | 0 | -2.4 | -5 | -3 | -1 | 4 | -1 | 1 | 1
COC(=O)C1=C(c2c(C)noc2C)C[C@@H]2CC[C@H]1N2C(=O)N1CCC(O)CC1 | -3 | · | -1 | · | 0 | · | 5 | · | 2
CC(CN1CCOCC1)OC(=O)Cc1ccccc1 (stereo unspecified) | 3 | -0.6 | -2 | 4 | -1 | -3 | -6 | 6 | 2
O=C1NC(=O)N(c2ccc(F)cc2)C(=O)/C1=C/c1ccc(N2CCOCC2)cc1 | 3 | -4.7 | -2 | -16 | 3 | 4 | 4 | 4 | 1
N[C@@H](Cc1c[nH]c2ccccc12)c1nnc(SCc2ccccc2F)o1 | 3 | 0.5 | 0 | 0 | 5 | -1 | 2 | -1 | 3
O=P(Nc1cccc(Cl)c1)(Oc1ccccc1)Oc1ccccc1 | -12 | 0.4 | -5 | 0 | -10 | 3 | 1 | 2 | -4
Cc1ccc2c(c1Cl)NC(C(=O)O)C1CC(Sc3ccccc3[N+](=O)[O-])C(Cl)C21 (stereo unspecified) | 27 | -1.9 | 0 | 36* | 59* | -2 | -8 | 27* | 0
CC1=C(C(=O)N2CCC3(CC2)OCCO3)C2(CCC(C)CC2)OC1=O (stereo unspecified) | 2 | -0.5 | 0 | -1 | 3 | 1 | 2 | 0 | 1
O=[N+]([O-])c1ccc(N2CCOCC2)c2ccncc12 | 2 | 0.3 | 1 | 10 | 3 | -1 | 4 | 3 | -3
COc1ccc(CCNCc2ccc(OC)c(OC)c2OC)cc1 | 5 | 0.6 | -3 | 4 | 12 | -2 | 2 | 0 | -3
Cc1nn(Cc2ccc(Cl)cc2Cl)c(Cl)c1C(=O)NC1CCCc2ccccc21 (stereo unspecified) | 2 | 1.0 | 7 | 0 | -2 | -2 | 4 | 0 | -2
CC(C)CCOP(N)(=O)Oc1ccccc1 (stereo unspecified) | -3 | 0.7 | -3 | -4 | -7 | 1 | -5 | 2 | -9
COc1ccc(-n2c(CN3CCOCC3)nc3ccccc3c2=O)c(OC)c1 | 4 | -0.1 | 1 | 5 | 2 | -3 | -3 | 1 | -1
COc1cc2c(cc1OC)-c1c(OC)c(OC)cc3c1[C@H](C2)N(C)CC3 | 14 | -2.8 | 23* | 47* | 12 | -1 | -2 | 4 | 4
CCCCn1c(O)c(C(C)=Nc2cccc(C(=O)O)c2)c(=O)[nH]c1=O | 6 | -2.6 | 1 | 0 | 9 | -3 | 7 | 2 | 5
O=c1[nH]c(=O)n(-c2cccc(F)c2)c(O)c1/C=C1\C=Nc2ccccc21 | 160* | ? | 0 | 6 | 199* | 37* | -19 | 3 | 0
The results go on.
SMILES | Bcl-xL primary | MEX-5 binding | PAD4 inh | GSTO1 inh | MCL1-BIM inh | TPT1 inhibitor | GLD-1 TGE inh | Fam108B counter | PME-1 primary
CC1(C)C(C(=O)N2CCN(c3ccc(Cl)cc3)CC2)C1(C)C | 4 | 2.4 | -10 | -2 | 4 | -1 | 5 | 0 | -1
CCC(C)n1c(O)c(C=NCC2CCCO2)c(=O)[nH]c1=S (stereo unspecified) | 1 | -0.7 | 4 | 10 | 1 | -1 | -4 | 4 | -2
Cc1ccc(Cn2nnnc2CN2CCC(n3nnc4cc(C)ccc43)CC2)cc1 | 3 | 0.4 | -4 | 0 | 2 | -2 | -1 | -2 | -7
COC(=O)C1=C(c2c(C)noc2C)C[C@@H]2CC[C@H]1N2C(=O)N1CCCCC1 | 3 | · | 2 | · | 1 | · | 8 | · | -1
O=P(Oc1ccccc1)(Oc1ccccc1)N1CCN(c2ccc(F)cc2)CC1 | 5 | 0.1 | 5 | 5 | 3 | 2 | 1 | 2 | -1
CCCCCCN=Cc1c(O)n(C)c(=O)n(C)c1=O | -2 | 2.0 | 0 | -5 | -2 | 0 | -9 | 3 | 2
COC(=O)[C@@]1(C#N)[C@@H]2C=CC(C(C)=O)=CN2[C@@H](C(N)=O)[C@@H]1c1ccc(F)cc1 | 72* | -57* | 2 | 5 | 81* | -12 | 44* | 5 | -1
CCOC(=O)N(C)c1ccc(C(O)(C(=O)OC)C(F)(F)F)cc1 (stereo unspecified) | 3 | -2.2 | -6 | 3 | 3 | -1 | 4 | -3 | 0
CCCN1CCC[C@H](c2cccc(O)c2)C1 | -7 | · | -4 | -4 | 2 | 0 | 2 | 4 | -6
COC(=O)C1=C(c2ccc(OC)c(OC)c2)C[C@@H]2CC[C@H]1N2C(=O)N1CCCCC1 | 4 | · | 0 | · | 6 | · | -7 | · | 0
CC[C@H]1CN(C)C[C@@]2(C(=O)OC)Cc3c([nH]c4ccccc34)C(=O)C[C@@H]12 | 8 | -1.2 | 8 | 3 | 10 | -1 | 7 | 6 | 5
CC(O)(CS(=O)(=O)c1ccccc1)C(=O)Nc1ccc(C(F)(F)F)cc1 (stereo unspecified) | 0 | 2.3 | -2 | 8 | 1 | 2 | 5 | -2 | 5
Cc1ccc(N)cc1N | 20 | · | -8 | · | 14 | · | -37 | · | -4
CCCS(=O)(=O)N1CCC(C(=O)N2CCC3(CC2)OCCO3)CC1 | 4 | 0.4 | -3 | 8 | 2 | -1 | 2 | 1 | 1
O=C(O)c1nonc1-c1nonc1C(=O)O | 5 | · | -1 | 2 | 7 | 0 | 7 | -1 | 2
